Screening data (PubChem)
TNF death inh = inhibitors of TNF-alpha induced necroptosis in Jurkat FADD-/- cells | 0.068% of 220,000 active | Jurkat FADD-/- TNF necroptosis rescue, ATP luminescence, 24 h; 0 = TNF only, 100 = no-TNF cells | activation (protection from cell death), % at 10 µM;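 active = activation, meaning protection from cell death, of at least 50% relative to plate controls; inactive = activation below 50%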;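 note: necroptosis triggered by 40 ng/mL TNF-alpha added together with compound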
FXIa inh = inhibitors of human coagulation factor XIa. P03951. 0.14% of 220,000 active. purified FXIa, Boc-Glu-Ala-Arg-AMC fluorogenic substrate. inhibition, % at 5 µM;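 active = inhibition of at least 40%; inactive = inhibition below 40%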;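 note: fluorescence of freed AMC excited at 355 nm; 0% = enzyme without compound and 100% = no enzyme blank; many of its hits are not listed in these tables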
Target sequence (P03951 19-387 limits assumed): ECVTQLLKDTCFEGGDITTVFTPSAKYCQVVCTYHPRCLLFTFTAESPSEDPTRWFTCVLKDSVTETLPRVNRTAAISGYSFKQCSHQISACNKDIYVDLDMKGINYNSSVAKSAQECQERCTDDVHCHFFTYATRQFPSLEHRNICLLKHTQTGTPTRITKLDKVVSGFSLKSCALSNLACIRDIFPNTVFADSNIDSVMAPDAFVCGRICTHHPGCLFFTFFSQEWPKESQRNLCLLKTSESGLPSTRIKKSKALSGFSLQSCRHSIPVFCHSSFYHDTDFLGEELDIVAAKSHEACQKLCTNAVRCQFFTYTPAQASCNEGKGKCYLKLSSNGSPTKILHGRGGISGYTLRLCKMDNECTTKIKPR
Target sequence (P03951 388-625 limits assumed): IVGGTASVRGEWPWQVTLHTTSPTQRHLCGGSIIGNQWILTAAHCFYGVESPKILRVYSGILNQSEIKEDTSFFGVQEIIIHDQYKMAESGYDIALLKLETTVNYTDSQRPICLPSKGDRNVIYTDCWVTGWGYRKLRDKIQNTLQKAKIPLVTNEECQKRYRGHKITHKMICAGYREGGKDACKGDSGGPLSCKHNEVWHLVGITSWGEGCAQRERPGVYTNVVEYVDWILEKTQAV
FXIIa inh 1536 = blocks human coagulation factor XIIa protease activity. P00748. purified FXIIa, Boc-QGR-AMC fluorogenic substrate, 2 h. inhibition, % at 5 µM. 0.3% of 220,000 active. AID 800; in the data active = inhibition above about 40%;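 note: 0% = enzyme with no compound and 100% = blank without enzyme; many of its hits are not listed in these tables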
zVAD death inh = blocks zVAD induced death of L929 cells | L929 zVAD necroptosis rescue, ATP luminescence, 24 h; with zVAD 60 µM | viability rescue, % at 10 µM | 0.38% of 220,000 active | AID 1377;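 active = activation, scaled between plate controls, above about 75%, limit read from the data; inactive = activation under that limit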;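 note: 0% = zVAD with DMSO and 100% = DMSO alone without zVAD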
KLK5 inh = kallikrein 5 (human) inhibition. inhibition, % at 5 µM. recombinant hK5, fluorogenic AMC substrate cleavage. 0.59% of 210,000 active;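 active = inhibition of 40% or more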;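 note: 0% = enzyme controls without compound and 100% = no-enzyme blanks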
Target sequence (Q9Y337 67-293 limits assumed): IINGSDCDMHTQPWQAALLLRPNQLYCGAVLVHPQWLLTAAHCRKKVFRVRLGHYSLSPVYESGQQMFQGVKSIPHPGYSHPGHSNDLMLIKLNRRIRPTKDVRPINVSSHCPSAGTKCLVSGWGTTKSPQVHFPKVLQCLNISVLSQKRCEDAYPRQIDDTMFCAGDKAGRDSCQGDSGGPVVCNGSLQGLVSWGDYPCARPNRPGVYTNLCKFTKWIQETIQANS
Hck Nef HTS = inhibitors of human Hck kinase activated by Nef; AID 463187; inhibition, % at 20 µM; Recombinant Hck-YEEI plus Nef, Z-Lyte FRET kinase assay; P08631; 0.68% of 220,000 active;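 active = Hck-Nef kinase inhibition above about 50%, limit read from the data; inactive = inhibition below that limit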;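 note: 0% = DMSO with Hck plus Nef and 100% = Hck alone without Nef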
Thrombin inh = blocks human thrombin protease activity; P00734; alpha-thrombin, Boc-VPR-AMC fluorogenic substrate cleavage; inhibition, % at 5 µM; 0.26% of 220,000 active;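 active = inhibition at or above 40%; inactive = inhibition below 40%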;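 note: 0% = enzyme with no compound and 100% = wells without enzyme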
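Test system: human alpha-thrombin protein / Dosing: one concentration per compound, 5 µM, with 0.2% DMSO / Medium: pH 7.5 Tris-saline with Tween 20 / Benchmarks: no-compound enzyme wells and no-enzyme blanks / Read-out basis: percent inhibition of thrombin substrate cleavage / Timing: reaction at room temperature / Measured by: fluorescence, ex 355 nm, em 460 nm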
Rad51 HR inh = blocks human Rad51 in homologous recombination. Q06609. hRad51 DNA strand exchange, fluorescence dequenching. inhibition, % at 10 µM. 0.085% of 200,000 active;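 active = inhibition above 40% at the single screening dose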;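 note: 0% = DMSO control wells and 100% = blanks with heterologous ssDNA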
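Test system – preformed human Rad51 ssDNA filaments · Reagent – Donor/quencher-labelled 47-bp dsDNA substrate · Incubation – 37 °C 15-min filament assembly, 30-min compound preincubation, 15-min exchange · Signal – FRET fluorescence dequenching, excitation 485 nm, emission 520 nm · Read-out – percent inhibition from fluorescence, normalised to plate control and blank means · Benchmarks – plate control and blank wells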
Cl transport mod = modulates chloride dependent transport by human KCC2; Q9H2X9; KCC2 cells, thallium flux FluoZin-2 fluorescence; B-score of Tl+ flux slope (higher = more flux/activation; lower = inhibition) at 10 µM; 2.2% of 190,000 active; AID 1456;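 active = thallium flux slope and its plate-corrected score both differing from the plate sample mean at a set confidence after two filtering rounds, in either direction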;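 note: slope of fluorescence scaled to starting intensity during 10 to 20 s after thallium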
* hit, by the source's call; x = not tested or not shown. These rows are one share of the data (hit frequency here may not be typical).

SMILES	TNF death inh	FXIa inh	FXIIa inh 1536	zVAD death inh	KLK5 inh	Hck Nef HTS	Thrombin inh	Rad51 HR inh	Cl transport mod
COc1cccc(NC(=O)c2cc(Cl)nnc2Cl)c1	0.9	-5	0	20	4	19	-16	5	-0.25
O=C1CCCC/C1=C\Nc1ccc(O)cc1	-6.0	16	30	0.8	-11	0	4	2	x
CCOc1ccc(Cc2c(Cl)nc(SC)nc2N(C)C)cc1	-7.2	12	5	1.9	-9	4	-2	-13	-1.1
CCOC(=O)C(=O)NC(C)c1ccccc1 (stereo not drawn)	0.3	-5	5	0.6	0	28	-14	3	0.52
COc1cccc(C(O)c2cnc(C(C)C)n2C)c1OC (stereo not drawn)	0.0	6	12	-0.6	0	-7	-4	0	1.1
CN1CCN(c2cc(=O)n(C3CCCCC3)c(=O)[nH]2)CC1	0.3	-15	-1	-0.8	21	-2	-10	-3	x
COC(=O)CCc1n[nH]c(=O)[nH]c1=O	0.5	5	11	0.8	-16	2	-4	2	0.27
CCC(C)(C)n1nnnc1C(c1cccnc1)N1CCC(Cc2ccccc2)CC1 (stereo not drawn)	0.2	0	4	-1.0	3	26	-13	0	-2.5
C=CCn1c(=O)c(C(=O)Nc2ccccc2C(=O)OCC)c(O)c2ccccc21	-0.8	-4	4	0.3	-5	1	-5	-4	-0.73
Cc1ccc(C)c(S(=O)(=O)Nc2ccc(O)c(C(=O)O)c2)c1	0.2	-8	11	25	5	16	-1	0	0.61
N#Cc1ccc(NC(=O)c2cc(=O)c3ccccc3o2)cc1	0.3	-1	5	0.4	-2	-9	0	-6	-0.45
Cc1cc(N/N=C/c2ccccc2Cl)nc(NCc2ccccc2)n1	3.7	9	10	2.6	-2	1	-1	5	0.085
COc1ccc(-c2cc(=O)n(-c3ccc([N+](=O)[O-])cc3)[nH]2)cc1	1.9	1	8	4.3	-4	-1	-13	3	-0.63
CCOC(=O)N1CCN(c2c(N3CCc4ccccc43)c(=O)c2=O)CC1	-0.3	-1	18	0.7	-2	0	-4	0	x
O=[N+]([O-])c1cc2c(c(CSc3nnc(Nc4ccccc4)s3)c1)OCOC2	-3.1	-6	-3	-0.1	9	3	-7	-7	-1.3
Cc1cc2ncn(C(=O)c3ccc4c(c3)OCO4)c2cc1C	0.0	18	-8	0.2	6	5	41*	x	x
O=C(O)c1ccccc1C(=O)c1ccc(N2CCOCC2)c([N+](=O)[O-])c1	1.4	-4	0	13	-4	20	-1	2	0.13
O=C(c1ccco1)N1CCN(Cc2nnnn2CC2CCCO2)CC1 (stereo not drawn)	0.5	0	5	6.0	2	16	-5	-6	1.3
Clc1ccc(Nc2ccccc2)nn1	1.5	4	11	0.1	0	10	1	17	0.55
CCOC(=O)N1CCC(NS(=O)(=O)c2ccc(C#N)cc2)CC1	0.1	12	6	-0.4	8	-6	1	-14	0.13

Brought forward from above: 4 compounds; new compounds follow.
SMILES	TNF death inh	FXIa inh	FXIIa inh 1536	zVAD death inh	KLK5 inh	Hck Nef HTS	Thrombin inh	Rad51 HR inh	Cl transport mod
O=C(O)c1ccccc1C(=O)c1ccc(N2CCOCC2)c([N+](=O)[O-])c1	1.4	-4	0	13	-4	20	-1	2	0.13
O=C(c1ccco1)N1CCN(Cc2nnnn2CC2CCCO2)CC1 (stereo not drawn)	0.5	0	5	6.0	2	16	-5	-6	1.3
Clc1ccc(Nc2ccccc2)nn1	1.5	4	11	0.1	0	10	1	17	0.55
CCOC(=O)N1CCC(NS(=O)(=O)c2ccc(C#N)cc2)CC1	0.1	12	6	-0.4	8	-6	1	-14	0.13
CCOc1ccc2nc(Cl)c(C3CC(c4ccco4)=NN3S(=O)(=O)c3ccccc3)cc2c1 (stereo not drawn)	0.3	7	10	0.2	-12	59*	-3	-64	-1.2
COc1cc(SC)ccc1C(=O)N1CCN(c2ccccc2)CC1	0.6	-3	6	3.8	-9	17	-3	-8	-0.92
CC(=O)Nc1ccc2c(CSc3nncs3)cc(=O)oc2c1	2.9	9	14	0.2	16	3	29	-5	-0.46
COc1ccc(NC(=O)COc2nsnc2N2CCOCC2)cc1	-0.6	-1	8	2.3	1	22	0	2	0.76
CCOC(=O)c1c(C)[nH]c(C(=O)OCC(=O)NC(C)C)c1C	0.5	-6	1	0.1	-1	7	-6	x	2
CC1CCN(C(=O)CSCC(=O)Nc2nc(-c3cccs3)cs2)CC1	0.4	0	12	3.4	-1	0	-7	-7	2.7
CCCCOC(=O)c1ccc(NC(=O)CSc2nnnn2C)cc1	-0.8	-1	7	0.4	-3	24	8	3	x
Cc1c(O)cc2c(c1O)C(=O)CC(c1ccccc1)O2 (stereo not drawn)	-0.3	0	9	-0.3	2	31	5	-7	-0.47
O=C(Cn1c(=O)oc2cc(S(=O)(=O)N3CCc4ccccc43)ccc21)N1CCCCC1	-0.8	6	7	-0.2	-7	1	0	1	-0.97
CC(=O)C(Cc1ccc(Cl)nc1)(Cc1ccc(Cl)nc1)C(C)=O	0.2	-3	5	0.9	-2	6	-5	-3	0.6
Cc1csc(NC(=O)CCCSc2nc3ccccc3s2)n1	-1.3	-10	-9	0.0	5	1	1	-3	-2.6
CCCOP(=O)(c1ccc(N(C)C)cc1)C(O)c1ccccc1OC (stereo not drawn)	-0.3	3	9	-0.8	3	-1	-1	3	x
Cc1cc(NC(=O)CCCN2C(=O)/C(=C/c3cccs3)SC2=S)no1	1.5	20	27	1.2	-5	2	-8	-8	0.51
C=CCN(C(=O)CNC(=O)c1ccco1)C(C(=O)NC1CCCC1)c1cccs1 (stereo not drawn)	-0.1	-2	4	-0.4	8	20	-4	-1	x
CCOC(=O)n1c(=O)n(Cc2ccc(F)cc2)c2ccccc21	-0.1	0	9	0.0	0	19	-7	2	x
CCOc1ccc(Cn2c(O)cc(=O)[nH]c2=O)cc1	-1.0	9	17	1.6	-21	1	4	-1	-0.14
CCC(C)N(C(=O)COC(=O)c1[nH]c(C)c(C(C)=O)c1C)C1CCS(=O)(=O)C1 (stereo not drawn)	1.0	x	x	1.1	x	3	x	-9	x
CN(C)CCCn1c(SCC(=O)Nc2sc3c(c2C#N)CCCC3)nnc1-c1ccncc1	-0.1	8	14	0.9	15	8	7	-5	-0.16
C/C(=N/OCC(=O)Nc1ccc(C)cc1C)c1cccs1	2.1	5	14	0.3	5	2	0	-25	0.12
CC(=O)Nc1ccc(NC(=O)C(C)OC(=O)c2ccc3c(c2)OCCO3)cc1 (stereo not drawn)	1.6	2	8	0.1	13	18	-1	17	-0.4

Complete entries, looked up by structure. Screens in order: TNF death inh | FXIa inh | FXIIa inh 1536 | zVAD death inh | KLK5 inh | Hck Nef HTS | Thrombin inh | Rad51 HR inh | Cl transport mod
`CCOC(=O)n1c(=O)n(Cc2ccc(F)cc2)c2ccccc21` is listed as -0.1 | 0 | 9 | 0.0 | 0 | 19 | -7 | 2 | x
`C/C(=N/OCC(=O)Nc1ccc(C)cc1C)c1cccs1` is listed as 2.1 | 5 | 14 | 0.3 | 5 | 2 | 0 | -25 | 0.12

The results go on.
SMILES	TNF death inh	FXIa inh	FXIIa inh 1536	zVAD death inh	KLK5 inh	Hck Nef HTS	Thrombin inh	Rad51 HR inh	Cl transport mod
CC(=O)CCc1c(C)[nH]c2ccc(NC(C)=O)cc2c1=O	0.0	-5	14	1.9	-3	0	3	9	x
O=C(NCc1ccco1)C1CC(c2ccc(Cl)cc2)=NO1 (stereo not drawn)	0.9	-4	3	1.8	5	21	-8	3	-0.48
CCc1cccc(C)c1NC(=O)C1=C(C(=O)O)CCCC1	-0.3	-14	16	-0.3	8	1	3	-2	0.0065
CCOC(=O)C1C(C)N=C2SCC(=O)N2C1c1cccc(Br)c1 (stereo not drawn)	0.6	3	-5	1.3	1	3	-6	7	-2.6
CSc1cc(/C=N/O)c(SC)s1	-2.5	1	7	0.2	-1	5	5	12	-1.2
CC(Sc1nnc(COc2ccc([N+](=O)[O-])cc2)n1C)C(=O)O (stereo not drawn)	1.1	-2	5	3.2	-6	22	-12	11	-0.96
CCOc1ccc(N(CC(=O)NCC2CCCO2)S(=O)(=O)c2ccc(OC)c(OC)c2)cc1 (stereo not drawn)	-1.7	6	13	-0.6	-28	-3	2	2	1.2
CCCCC(=O)Nc1ccc(C(=O)NNC(=O)c2cccs2)cc1	1.3	0	12	0.3	-5	1	-11	-5	1.1
COC(=O)c1cc(-c2cccc(OC)c2)n[nH]1	-0.3	8	15	1.2	-2	-1	7	5	x
CCc1ccc2[nH]c(=O)c(CN(CCN(CC)CC)C(=S)NCc3ccco3)cc2c1	2.7	-2	13	0.8	0	24	-7	-2	-0.096
Cc1nn(Cc2ccccc2Cl)c2sc(C(=O)Nc3nccs3)cc12	-5.4	-2	-2	x	-12	3	-4	14	1.1
CCCN(CCC)S(=O)(=O)c1ccc(NS(C)(=O)=O)cc1	-1.8	1	1	0.2	6	3	4	7	0.59
CN=c1scc(C)n1/N=C/c1cc(Br)c(O)c(OC)c1	-0.7	1	2	2.5	19	42	4	-4	0.0051
CC(NC(=O)Cc1cccs1)c1ccccc1 (stereo not drawn)	4.5	-5	3	8.1	-3	16	-15	0	-0.008
Cc1ccc(C)c(CSc2nnc(C)c(=O)[nH]2)c1	0.0	-2	4	3.1	-2	23	-6	7	-0.13
O=C1NC2(CCCCC2)NN1c1ccccc1	1.0	-13	0	-0.6	-17	0	48*	5	-0.059
Cc1c(NCc2cc(Cl)ccc2O)c(=O)n(-c2ccccc2)n1C	-0.7	-8	18	0.0	5	0	4	-2	0.36
COc1ccccc1N=C(C)C1=C(O)CSC1=O	-1.5	3	19	-0.2	-16	3	-12	-2	-0.033
CCOc1ccc(-c2nnc(N3CCCCC3)c3ccccc23)cc1	8.6	8	12	0.6	-10	3	-8	-6	x
Cc1nc2ccccc2c(=O)n1NC(=O)C1CC1C (stereo not drawn)	-0.2	1	11	0.8	-4	0	-5	0	0.82
O=C(Cc1c(F)cccc1Cl)Nc1ccccc1N1CCCCC1	0.4	1	4	0.7	-2	19	-5	2	-0.084
COC(=O)c1ccc(N(C(=O)CNC(=O)c2ccco2)C(C(=O)NC2CCCC2)c2ccco2)cc1 (stereo not drawn)	-1.0	-3	5	0.2	-12	0	-5	-4	x
O=C(O)C1CCCCC1C(=O)Nc1ccc(-c2ccccc2)cc1 (stereo not drawn)	-0.6	-3	4	3.6	-2	-10	-3	-8	-0.52
CCOC(=O)CCc1c(C)c2ccc(OCc3cc([N+](=O)[O-])ccc3OC)cc2oc1=O	-4.1	1	16	0.1	-7	1	1	x	-3.3
CCN(CC)S(=O)(=O)c1ccc(N/N=C/c2ccc(O)cc2)nc1	6.2	-4	4	32	-9	6	-3	14	-0.36
CN(C)S(=O)(=O)c1ccc2nc(NC(=O)c3cccnc3)sc2c1	-2.1	4	11	0.3	-13	12	-2	2	-0.0064
Cc1cc(C)nc(NC(N)=S)n1	-0.2	-1	5	-0.5	0	17	-1	-7	0.34
CC1(C)CC2(CC(c3ccccc3)Oc3cc(O)ccc32)NC(=S)N1 (stereo not drawn)	-0.7	-2	4	0.4	2	-1	-9	4	-0.56
Cc1ccc(S(=O)(=O)N2CCCC2CO)cc1 (stereo not drawn)	-1.6	8	16	0.1	7	-1	0	4	x
COc1cc(NC(=S)NC(C)=O)ccc1NC(=O)C(C)C	0.1	-3	13	2.1	13	-1	11	-6	x
